# MC4R antag cAMP = blocks human MC4R cAMP signaling. P32245. MC4R-expressing cells, MTII-stimulated cAMP, LANCE TR-FRET. inhibition, % at 6.5 µM. hit rate 0.48% among 360,000;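 active means inhibition above its plate's cutoff, the mean of tested wells on that plate plus 3 SD, cut at about 29% in these data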;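 further: 0% = Melanotan II alone and 100% = Melanotan II plus saturating MCL0020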
#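 Material – human MC4R-expressing U2OS cells · Repeats – no replicates · Detection – TR-FRET with Eu-cAMP and labeled anti-cAMP, 671 nm · Times – compound 30 min, challenge 1 h, detection 1 h · Compound – single nominal compound dose of 6.5 µM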
# Cardio protect = protects H9c2 cardiomyocytes from peroxide injury | H2O2 injury protection, ATPLite, 2 h | protection from H2O2 cell death, % at 20 µM | hit rate 0.63% among 360,000 | AID 588492;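 active means compounds giving at least 50% protection of heart cells from peroxide-induced death in the single-dose screen, raw or plate-pattern-corrected value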;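 further: 0% = DMSO wells with peroxide and 100% = DMSO wells without peroxide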
# Glyco luc inh = N-linked glycosylation inhibition. reporter increase, % at 12.5 µM. hit rate 0.23% among 360,000. D54 ERlucT glycosylation luciferase reporter, 24 h; percent of 100 nM tunicamycin response;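 active means mean luciferase reporter signal, scaled so untreated is 0 and the glycosylation-blocking control 100, at or above a set limit in every replicate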;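 further: luciferase carries N-glycosylation sites so blocking glycosylation raises the light; 0% = median of neutral control wells and 100% = median of 100 nM tunicamycin wells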
# ABCB6 inh 2 = inhibitors of human ABC transporter ABCB6 | K562-ABCB6 porphyrin accumulation, flow cytometry, 1 h; stronger effect = lower value | hit rate 0.19% among 360,000 | Q9NP58 | AID 602162 | fluorescence ratio to DMSO, % at 10 µM;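 active means fluorescence ratio to DMSO below 75%, the collection mean minus 3 SD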;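 further: signal is porphyrin accumulated inside mitochondria; 100% equals median channel fluorescence of DMSO control wells; lower ratio means ABCB6 inhibition with less porphyrin fluorescence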
# PDI inh = inhibitors of human protein disulfide isomerase. inhibition, % at 10 µM. hit rate 0.052% among 350,000. P07237. PDI insulin aggregation turbidity, A650, 90 min;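 active means mean inhibition across replicates of 30% or more, whatever share of single replicates reach that level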;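 further: absorbance from insulin aggregation driven by PDI reduction with DTT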
# Target sequence (P07237 whole entry, looked up): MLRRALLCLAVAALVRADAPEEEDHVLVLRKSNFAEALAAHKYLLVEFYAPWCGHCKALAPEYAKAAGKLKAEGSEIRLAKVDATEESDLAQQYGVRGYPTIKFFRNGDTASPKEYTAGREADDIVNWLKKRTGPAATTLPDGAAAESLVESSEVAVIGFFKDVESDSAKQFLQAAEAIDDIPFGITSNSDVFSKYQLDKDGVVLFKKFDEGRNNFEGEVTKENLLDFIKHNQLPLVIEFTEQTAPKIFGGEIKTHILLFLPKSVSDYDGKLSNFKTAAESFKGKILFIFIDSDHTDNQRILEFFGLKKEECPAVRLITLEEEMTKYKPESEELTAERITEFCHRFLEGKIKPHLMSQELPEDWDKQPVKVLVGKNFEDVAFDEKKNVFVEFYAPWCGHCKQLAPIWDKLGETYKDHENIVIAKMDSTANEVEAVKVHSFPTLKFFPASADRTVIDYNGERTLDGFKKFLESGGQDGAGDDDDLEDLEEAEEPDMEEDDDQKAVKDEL
# CaV13 FRET inh = Disruptors of the CACNA1D IQ motif to Ca2+-dependent inactivation inhibitor domain association, primary screening, Förster resonance energy transfer in intact living …. HEK cells, CFP/YFP FRET ICDI-IQ, plate reader, 10 min; percent FRET-ratio fall versus neutral wells. inhibition, % at 12.3 µM. hit rate 0.098% among 340,000. AID 743397;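 active means mean replicate inhibition of at least 30% and at least 1% of replicates passing that level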;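 further: 0% = median of the neutral control wells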
# aDG glyco up = alpha-DG glycosylation activation. hit rate 0.22% among 360,000. Pro5-aDG cells, alpha-DG glycosylation AlphaScreen (IIH6); 0% Pro5, 100% B10-LARGE cell signal. activation, % at 10 µM. AID 624168;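 active means activation of at least 8% versus controls, or a plate z-score of at least 8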;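 further: Pro5 are CHO cells carrying HIG-tagged alpha-DG that lacks glycosylation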
# Vif imaging = inhibitors of HIV Vif | hit rate 0.35% among 340,000 | AID 602346 | HEK293T cells, Vif self-association by quenched fluorescence, imaging, 24 h | inhibition, % at 7.49 µM; in the data active means inhibition above about 50%, passing the limit was not always enough; further: some results filed as inactive read as strong as hits
# HTR2A ag = mouse HTR2A agonism via beta-arrestin recruitment; P35363; CHO-K1 mHTR2A beta-arrestin complementation, luminescence; percent of 30 µM serotonin response; activation, % at 7.6 µM; hit rate 0.66% among 360,000; AID 624169;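 active means activation above a run cutoff, the mean activation of all tested compounds plus 3 SD, cut at about 14% in these data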;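 further: 0% = plate median of compound wells and 100% = 30 µM serotonin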
# Target sequence (P35363 whole entry, looked up): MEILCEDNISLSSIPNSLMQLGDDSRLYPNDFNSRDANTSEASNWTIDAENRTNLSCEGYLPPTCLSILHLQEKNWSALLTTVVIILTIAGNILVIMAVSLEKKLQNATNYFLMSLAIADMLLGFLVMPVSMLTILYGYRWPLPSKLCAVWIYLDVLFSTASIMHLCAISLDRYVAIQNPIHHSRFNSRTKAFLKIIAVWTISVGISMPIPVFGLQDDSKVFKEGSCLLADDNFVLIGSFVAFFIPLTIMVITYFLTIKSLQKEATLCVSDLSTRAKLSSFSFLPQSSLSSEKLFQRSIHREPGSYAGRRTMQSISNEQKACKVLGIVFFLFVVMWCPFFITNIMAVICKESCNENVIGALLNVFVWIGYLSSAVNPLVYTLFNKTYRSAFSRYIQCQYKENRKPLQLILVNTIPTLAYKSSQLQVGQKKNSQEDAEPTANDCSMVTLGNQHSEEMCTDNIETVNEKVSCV
# MC4R barr agon = human MC4R agonism via beta-arrestin; U2OS MC4R beta-arrestin complementation, luminescence; percent of melanotan II response, DMSO zero; activation, % at 8.9 µM; hit rate 0.98% among 360,000;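 active means activation above a per-plate cutoff, the mean activation of sample wells on that plate plus 3 SD, cut at about 8% in these data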
# Active calls of the source: *; / = not tested or not shown; & = joins results of further samples.
1) CCN(CC(=O)NC1CCCCCC1)S(=O)(=O)c1ccccc1
2) CC(=O)NS(=O)(=O)c1ccc(NC(=O)CSc2ccccc2)cc1
3) COc1ccc(N2CC(C(=O)Nc3c4c(nn3-c3ccc(OC)cc3)CS(=O)(=O)C4)CC2=O)cc1 (stereo not drawn)
4) CCNC(=O)C1CC(=O)OC12CCCCC2 (stereo not drawn)
5) O=C(NNc1cc(N2CCCC2)nc(N2CCCC2)n1)c1ccc([N+](=O)[O-])cc1
6) CN(CCN1CCOCC1)C(=O)c1cc(COc2ccc(F)c(F)c2)on1
7) O=C(NNC(=O)c1ccccc1-n1cccc1)c1ccc(Cl)c(Cl)c1
8) O=C(NCC1OCCc2ccccc21)C1COc2ccccc2O1 (stereo not drawn)
Screen / compound no.	1	2	3	4	5	6	7	8
MC4R antag cAMP	4	0	1	7	1	-1	10	-4
Cardio protect	10	7	1	-1	-4	-2	0	1
Glyco luc inh	2	-1	4	0	2	0	2	0
ABCB6 inh 2	99	96	98	92	98	95	94	103
PDI inh	7	4	9	18	-3	5	5	-3
CaV13 FRET inh	-5	-4	/	-6	64*	-6	/	/
aDG glyco up	1.1	-0.1	0.2	-0.4	-0.3	-0.4	-0.2	0.1
Vif imaging	2	17	-4	4	5	-4	-1	7
HTR2A ag	-1	-2	8	-2	-1	-3	7	4
MC4R barr agon	1.8	-2.6	-0.7	-2.0	-2.5	-1.9	0.4	-1.9

9) COC(=O)c1c(-c2ccc(C)cc2)csc1NC(=O)C1CC=CCC1C(=O)O (stereo not drawn)
10) CCN(CC)c1ccc(S(=O)(=O)N2CCOCC2)cc1NC(=O)CSC(=S)N1CCCC1
11) Cc1cn([C@H]2C[C@H](O)[C@@H](CNCc3ccccc3OCCCN3CCOCC3)O2)c(=O)[nH]c1=O
12) CN(C(=O)CSc1n[nH]c(N)n1)C1CCCCC1
13) Cc1ccc(NC(=O)CSc2nc(O)c(Cc3ccccc3)c(=O)n2-c2ccccc2)cc1
14) CCOC(=O)Cc1c(-c2cccc(Br)c2)nc2c3ccccc3ccn12
15) O=C1CCN(Cc2ccccc2)C=C1c1ccc(Cl)cc1
16) Fc1ccc(-c2ccc(CNCc3ccccn3)o2)cc1
Screen / compound no.	9	10	11	12	13	14	15	16
MC4R antag cAMP	9	16	9	0	1	/	2	1
Cardio protect	5	-2	5	8	-2	/	-13	6
Glyco luc inh	2	-4	1	0	0	/	-3	1
ABCB6 inh 2	98	98	95	102	102	104	100	96
PDI inh	0	-4	2	0	-1	/	-4	-32
CaV13 FRET inh	-6	-6	-6	-2	-2	-5	-11	-20
aDG glyco up	-0.3	-0.6	-0.1	0.1	-0.1	0.1	0.6	0.0
Vif imaging	21	-13	15	-6	2	/	-2	2
HTR2A ag	-2	-2	-2	0	-1	-1	2	-3
MC4R barr agon	-2.4	-1.4	0.0	-1.6	-2.4	/	-0.8	-0.9

17) Cn1c(=O)n(C)c2cc(C(=O)Nc3ccc4c(c3)OCO4)ccc21
18) Cc1ccc(C)c(-n2c(SCC(=O)NCC3CCCO3)nnc2-c2ccoc2C)c1 (stereo not drawn)
19) Cc1cc(C)c2nc(N3CCC(C(=O)N4CCN(C(=O)c5ccco5)CC4)CC3)sc2c1
20) COc1cccc(NC(=O)C2CCN(S(=O)(=O)c3ccc4c(c3)NC(=O)CO4)CC2)c1
21) COCCC(=O)NC1CCCc2c1cnn2-c1cccc(C)c1C (stereo not drawn)
22) COC(=O)C1CCN(C2CN(Cc3ccc(C)cc3)S(=O)(=O)C2)CC1 (stereo not drawn)
23) COc1ccc(NC(=O)CSCC(=O)Nc2cccc(S(=O)(=O)N3CCCCCC3)c2)cc1
24) CCC1CCCCN1C(=O)CCc1nnc(Cc2cc(OC)ccc2OC)o1 (stereo not drawn)
Screen / compound no.	17	18	19	20	21	22	23	24
MC4R antag cAMP	8	10	12	17	2	/	8	18
Cardio protect	-4	-2	-6	4	2	-2	-6	-6
Glyco luc inh	70*	0	-1	-2	1	2	0	-1
ABCB6 inh 2	99	94	96	98	99	99	100	100
PDI inh	10	-9	-2	3	0	/	5	1
CaV13 FRET inh	-4	/	-8	-5	-4	-9	-12	-6
aDG glyco up	0.1	0.3	0.3	-0.2	0.0	0.2	0.1	-0.2
Vif imaging	-22	5	0	-3	-1	/	-8	0
HTR2A ag	2	-3	-2	-2	2	5	3	0
MC4R barr agon	0.0	-0.7	-2.4	-3.7	0.0	/	-3.9	-0.6

25) CC(C)N(Cc1ccccc1)C(=O)CN1C(=O)NC(Cc2ccccc2)(c2ccccc2)C1=O (stereo not drawn)
26) N#CCCn1nc2c(c1N)CCC2
27) CSc1nc(Oc2ccc(F)cc2F)cc(C(F)(F)F)n1
28) Cc1ccccc1N1CCN(CCC(=O)Nc2ccc(F)cc2)CC1
29) COc1ccc(C(CNC(=O)c2cc(S(=O)(=O)N3CCCCC3)ccc2C)N2CCCC2)cc1 (stereo not drawn)
30) COc1cccc(NC(=O)CSc2nnc3ccc(-c4ccccn4)nn23)c1
31) COCCCNC(=O)c1cc(Nc2ccc(OC)cc2OC)nc2ccccc12
32) CCOc1cc(C(=O)Nc2ccc(C(=O)NCCN(CC)CC)cc2)ccc1OCC(=O)N1CCOCC1
Screen / compound no.	25	26	27	28	29	30	31	32
MC4R antag cAMP	2	9	-6	2	11	3	3	9
Cardio protect	2	4	-13	-1	-2	2	14	-1
Glyco luc inh	/	2	-1	5	-1	2	4	-1
ABCB6 inh 2	100	88	99	92	96	99	92	99
PDI inh	-2	12	-3	0	4	0	7	-1
CaV13 FRET inh	-3	-6	/	1	-3	-1	-21	-7
aDG glyco up	0.0	0.1	-0.1	0.0	0.4	-0.2	-0.2	-0.1
Vif imaging	/	-1	-7	-2	-1	10	-2	8
HTR2A ag	8	3	10	-9	-14	6	-2	-9
MC4R barr agon	-2.1	-0.7	2.9	-0.6	-0.1	-0.6	-1.8	-0.2

# A draw from above in order of count of non-hydrogen atoms, rising.
16) Fc1ccc(-c2ccc(CNCc3ccccn3)o2)cc1
8) O=C(NCC1OCCc2ccccc21)C1COc2ccccc2O1 (stereo not drawn)
22) COC(=O)C1CCN(C2CN(Cc3ccc(C)cc3)S(=O)(=O)C2)CC1 (stereo not drawn)
14) CCOC(=O)Cc1c(-c2cccc(Br)c2)nc2c3ccccc3ccn12
6) CN(CCN1CCOCC1)C(=O)c1cc(COc2ccc(F)c(F)c2)on1
9) COC(=O)c1c(-c2ccc(C)cc2)csc1NC(=O)C1CC=CCC1C(=O)O (stereo not drawn)
5) O=C(NNc1cc(N2CCCC2)nc(N2CCCC2)n1)c1ccc([N+](=O)[O-])cc1
18) Cc1ccc(C)c(-n2c(SCC(=O)NCC3CCCO3)nnc2-c2ccoc2C)c1 (stereo not drawn)
19) Cc1cc(C)c2nc(N3CCC(C(=O)N4CCN(C(=O)c5ccco5)CC4)CC3)sc2c1
3) COc1ccc(N2CC(C(=O)Nc3c4c(nn3-c3ccc(OC)cc3)CS(=O)(=O)C4)CC2=O)cc1 (stereo not drawn)
Screen / compound no.	16	8	22	14	6	9	5	18	19	3
MC4R antag cAMP	1	-4	/	/	-1	9	1	10	12	1
Cardio protect	6	1	-2	/	-2	5	-4	-2	-6	1
Glyco luc inh	1	0	2	/	0	2	2	0	-1	4
ABCB6 inh 2	96	103	99	104	95	98	98	94	96	98
PDI inh	-32	-3	/	/	5	0	-3	-9	-2	9
CaV13 FRET inh	-20	/	-9	-5	-6	-6	64*	/	-8	/
aDG glyco up	0.0	0.1	0.2	0.1	-0.4	-0.3	-0.3	0.3	0.3	0.2
Vif imaging	2	7	/	/	-4	21	5	5	0	-4
HTR2A ag	-3	4	5	-1	-3	-2	-1	-3	-2	8
MC4R barr agon	-0.9	-1.9	/	/	-1.9	-2.4	-2.5	-0.7	-2.4	-0.7

32) CCOc1cc(C(=O)Nc2ccc(C(=O)NCCN(CC)CC)cc2)ccc1OCC(=O)N1CCOCC1
Screen / compound no.	32
MC4R antag cAMP	9
Cardio protect	-1
Glyco luc inh	-1
ABCB6 inh 2	99
PDI inh	-1
CaV13 FRET inh	-7
aDG glyco up	-0.1
Vif imaging	8
HTR2A ag	-9
MC4R barr agon	-0.2

# Other entries.
33) COc1cc(C)c(Br)cc1S(=O)(=O)N1CCCC1
34) CC(=O)NS(=O)(=O)c1ccc(NS(=O)(=O)c2ccccc2[N+](=O)[O-])cc1
35) C#CCN(C)Cc1ccccc1
36) CC1CCCCN1CC(=O)Nc1ccc2c(c1)OCO2 (stereo not drawn)
37) N/C(=N\OC(=O)C1CCCCC1)c1cccnc1
38) COC(=O)CNC(=O)CNC(=O)Nc1ccccc1
39) COc1ccccc1N1CCN(C(=O)C(=O)c2c(C)n(C)c3ccccc23)CC1
40) CCCCCC(=O)OCc1ccc(C2=CC(=O)CC(C)(C)C2=O)cc1
Screen / compound no.	33	34	35	36	37	38	39	40
MC4R antag cAMP	1	0	5	-1	3	11	3	2
Cardio protect	-8	8	10	2	-1	1	1	5
Glyco luc inh	-1	1	2	0	0	-1	0	3
ABCB6 inh 2	107	93	100	97	103	92	97	96
PDI inh	10	-2	-4	-6	-5	3	-2	2
CaV13 FRET inh	-2	2	-5	-2	-2	-3	-3	-6
aDG glyco up	0.2	0.1	0.0	-0.1	0.0	-0.1	0.0	0.1
Vif imaging	4	-4	-1	13	-4	0	2	/
HTR2A ag	5	-1	3	1	9	0	-3	2
MC4R barr agon	-1.5	-1.7	-1.4	-0.9	-0.5	-1.6	-3.2	1.6

41) CCn1c(SCCN2CCCCC2)nc2c1c(=O)n(C)c(=O)n2C
42) CCN1CCN(c2nc3sc4c(c3c(=O)n2-c2ccc(OC)cc2)CCCCC4)CC1
43) CCOC(=O)c1c(NC(=O)COC)sc(C)c1C
44) COc1ccc2cc(CCC(C)=O)ccc2c1
45) CCOC(=O)c1c(C)[n+](-c2ccc(C)cc2)c(CC)c2cc(OC)c(OC)cc12
46) NC(=O)CCc1nc2cc(C(F)(F)F)ccc2n(Cc2ccccc2)c1=O
47) O=C(CSc1n[nH]c(=O)n1C1CC1)Nc1ccc(F)c(Cl)c1
48) COc1ccc(CC(=O)OCC(=O)Nc2cccc(C(C)=O)c2)cc1OC
49) CCOc1ccccc1NC(=S)N1CCCCCC1
50) Cc1cc(C)c(NC(=O)COC(=O)Cn2nc(-c3ccccc3)oc2=O)c(C)c1
51) CC(C)OC(=O)CC(=O)CSc1nc2c(cc1C#N)CCCCC2
Screen / compound no.	41	42	43	44	45	46	47	48	49	50	51
MC4R antag cAMP	-1	-2	3	14	-3	14	9	9	0	7	9
Cardio protect	4	15	2	-18	-14	0	6	0	0	8	-16
Glyco luc inh	3	-2	1	-3	1	2	-1	0	0	2	-2
ABCB6 inh 2	97	91	100	94	99	97	117	95	98	97	101
PDI inh	10	13	-4	-1	2	-2	2	-4	16	17	-3
CaV13 FRET inh	-5	-5	-5	-5	-3	-3	-7	-6	-2	-2	-4
aDG glyco up	0.2	-0.7	0.4	-0.1	0.0	0.0	0.0	0.0	0.4	-0.2	0.1
Vif imaging	10	1	0	6&-2	-4	-9	-8	-8	8	20	-7
HTR2A ag	2	1	1	-1	0	-8	2	2	0	0	0
MC4R barr agon	-0.3	-0.3	-0.2	1.3	-1.6	-2.1	-1.5	-3.0	-3.5	-1.8	1.9
